# TRPV1 agonist: agonists of human vanilloid receptor 1 (TRPV1). Q8NER1. TRPV1-expressing cells, Fluo-8 calcium influx, agonist mode. AID 540275. 0.19% of 320,000 active. activation, % at 8.33 µM; in the data active means activation above about 80%; inconclusive means between about 30% and that limit; further: 0% is about no effect
# Target sequence (Q8NER1 whole entry, looked up): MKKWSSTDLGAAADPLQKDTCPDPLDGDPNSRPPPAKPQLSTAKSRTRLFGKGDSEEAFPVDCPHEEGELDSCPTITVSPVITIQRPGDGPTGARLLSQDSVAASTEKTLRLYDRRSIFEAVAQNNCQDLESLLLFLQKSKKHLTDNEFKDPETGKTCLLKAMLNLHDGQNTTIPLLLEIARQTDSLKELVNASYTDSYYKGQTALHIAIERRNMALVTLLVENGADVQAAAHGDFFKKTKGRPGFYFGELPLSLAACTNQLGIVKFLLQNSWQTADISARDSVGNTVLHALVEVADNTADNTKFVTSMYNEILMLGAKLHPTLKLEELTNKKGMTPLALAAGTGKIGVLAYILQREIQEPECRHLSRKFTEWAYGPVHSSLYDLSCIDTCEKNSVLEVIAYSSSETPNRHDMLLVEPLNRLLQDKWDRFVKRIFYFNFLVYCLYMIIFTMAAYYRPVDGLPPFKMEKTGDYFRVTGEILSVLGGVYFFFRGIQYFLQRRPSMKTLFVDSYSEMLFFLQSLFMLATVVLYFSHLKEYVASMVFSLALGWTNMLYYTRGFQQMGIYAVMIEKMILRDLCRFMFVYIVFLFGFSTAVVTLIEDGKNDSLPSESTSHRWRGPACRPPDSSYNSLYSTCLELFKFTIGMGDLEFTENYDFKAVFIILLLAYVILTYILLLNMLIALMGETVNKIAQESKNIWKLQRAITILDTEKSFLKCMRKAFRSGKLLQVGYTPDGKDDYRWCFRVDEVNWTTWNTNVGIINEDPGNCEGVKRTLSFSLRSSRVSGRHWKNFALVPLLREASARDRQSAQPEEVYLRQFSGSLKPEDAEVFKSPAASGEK
#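 Fluo-8 calcium influx in TRPV1-expressing cells, kinetic read (ex 480/em 520 nm). Compound added and read 3 min for agonist activity, followed by capsaicin at EC20 final and 2 min further read for enhancement.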
# Giardia kill: kills Giardia lamblia; Giardia lamblia trophozoite viability; activity change, % at 7.66 µM, hits read low; 0.15% of 340,000 active; in the data active means activity change below about -80%; inconclusive means between about -30% and that limit;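 further: parasites exposed to compound for two days anaerobically before the ATP read; on the % scale 0 is the no-effect control and ±100 the full control effect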
#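 Killing of trophozoites was scored by loss of ATP luminescence after a 48 hrs anaerobic exposure to compounds at 37 deg C, using 100 cells per well.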
# KCNH2 3.1 inh: blocks the human KCNH2 3.1 channel isoform; U2OS KCNH2 3.1, thallium flux FluxOr; active compounds read low; activity change, % (tested at about 1.8 µM); 0.95% of 340,000 active;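 active means maximum activity change below -70%; inconclusive means maximum activity change from -70% to -50%; inactive means maximum activity change above -50%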;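 further: thallium influx rate constant from kinetic fluorescence after stimulation buffer; on the % scale 0 is the no-effect control and ±100 the full control effect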
#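 Virally transduced U2OS (3.1 isoform, 4 h infection in dark at RT) → overnight 37 C → FluxOr + Red40 in HBSS/HEPES, 45 min → stimulation buffer, 2 min kinetic read → rate constant vs DMSO controls.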
# Menin MLL FP TR: displaces Texas Red mutant MLL peptide from human menin; 0.23% of 270,000 active; Menin + Texas Red MLL mutant peptide, fluorescence polarization; Potency, µM (highest dose often 61.6 µM), for the others: top-dose FP activity change, negative = inhibition, most hits filed as inhibitors; O00255; active means well fitted inhibition curve with a large enough effect in the polarisation, with a control signal flat, not every such curve was filed as active; inconclusive means small, poorly fitted or top-dose-only effect, or effect the other way, or a change in a side signal; inactive means no such curve, though single readings can be large or run the other way; the % refers to the polarisation; further: potency means the concentration at half of the fitted maximal effect; % of control where 0% means no effect; many of its hits are not listed in these tables
# CXXC DNA block: blocks binding of human MLL CXXC domain to DNA; Q03164; MLL-CXXC / FITC-HOXA9 DNA fluorescence polarization; Potency, µM (series often up to 115 µM), inactives show top-dose activity change, negative = inhibition, most hits filed as inhibitors; 0.037% of 290,000 active; active means well fitted inhibition curve with a large enough effect in the polarisation, with a control signal flat, not every such curve was filed as active; inconclusive means small, poorly fitted or top-dose-only effect, or effect the other way, or a change in a side signal; inactive means no such curve, though single readings can be large or run the other way; the % refers to the polarisation; further: potency means the concentration at half of the fitted maximal effect
#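 Fluorescence polarization: 7 uM MLL-CXXC (stock) preincubated 5 min with compounds, then 50 nM fluorescein-HOX-A9 DNA (stock) added; 30 min ambient. Buffer 50 mM Tris-HCl pH 7.5, 50 mM NaCl, 1 mM DTT, 0.05% BSA.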
# USP2a inh: blocks human ubiquitin-specific protease USP2a | O75604 | USP2 core, Ub-CHOP2 coupled fluorogenic reporter, 485/531 | Potency, µM (top dose mostly 38.3 µM), for the others: at the highest dose activity change, negative = inhibition, actives largely listed as inhibitors | 0.01% of 330,000 active;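 further: potency means the concentration at half of the fitted maximal effect; plate controls were DMSO wells for no effect and full inhibition by NEM control for full effect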
#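 USP2 core (10nM final) preincubated 30min RT with compound in 20mM Tris-HCl pH 8.0, 2mM CaCl2, 2mM beta-mercaptoethanol, 0.05% CHAPS; 25nM Ub-CHOP2 plus 25nM reporter substrate added, fluorescence (Ex485/Em531) read after 60min.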
# hERG WT inh: blocks the wildtype human KCNH2 potassium channel; U2OS, BacMam KCNH2, thallium flux FluxOr; active compounds read low; activity change, % at 1.84 µM; 0.37% of 340,000 active; AID 720551;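 active means maximum activity change below -70%; inconclusive means maximum activity change between -70% and -50%; inactive means maximum activity change above -50%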; further: on the % scale 0 is the no-effect control and ±100 the full control effect
#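 U2OS cells transduced with wild-type KCNH2 virus are loaded with FluxOr dye for 45 min, and thallium flux is measured in kinetic reads before and after stimulation buffer. Rate constants are normalized to DMSO controls.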
# B2AR arrestin: beta2AR (human) beta-arrestin recruitment activity; beta-arrestin recruitment to beta2AR, cell-based reporter; Potency, µM (top dose mostly 46.1 µM), for the others: at the top dose activation, actives largely listed as activators; 0.02% of 330,000 active; AID 492947;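 further: potency means the concentration at half of the fitted maximal effect; 0% = DMSO controls and full agonism = EC100 isoproterenol or metaproterenol; nearly all actives have a fitted effect of over 65% in size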
# GALK inh: blocks human galactokinase activity | 0.007% of 270,000 active | Purified GALK, Kinase-Glo residual ATP luminescence | P51570 | Potency, µM (top dose mostly 57.5 µM), for inactives: at the highest dose activity change, negative = inhibition, actives largely listed as inhibitors; further: potency means the concentration at half of the fitted maximal effect; on the % scale 0 is the no-effect control and ±100 the full control effect
#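 The enzyme phosphorylates galactose (100 uM) using ATP (35 uM); inhibition is detected as higher residual ATP, quantified by bioluminescence after 1 h reaction at room temperature, pH 8.0.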
# PKM2 act: PKM2 (human) enzyme activation | purified PKM2, Kinase-Glo ATP luminescence, activation; response scale: 0% is enzyme alone, no compound | 0.34% of 260,000 active | P14618 | Potency, µM (series often up to 57.5 µM), inactives show at the highest dose activation, usual class: activators; further: potency means the concentration at half of the fitted maximal effect; on the % scale 0 is the no-effect control and ±100 the full control effect; nearly all actives have a fitted effect of over 55% in size
#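 Purified hPK-M2 (>95%) run at intermediate activity with 0.1 mM ADP and 0.5 mM PEP in 50 mM imidazole pH 7.2, KCl, MgCl2; 1 h room temperature. ATP formed read by Kinase-Glo luminescence; normalized to uninhibited and no-enzyme controls.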
# FBPA coupling cs: counter-screen for Giardia aldolase inhibitors: coupling enzyme system; coupling enzyme system counterscreen, AmpLite Red fluorescence; activity change, negative = inhibition, % at 58.2 µM, hits read low; 0.67% of 290,000 active; in the data active means activity change below about -30%; further: on the % scale 0 is the no-effect control and ±100 the full control effect
#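 Counterscreen of the coupled detection system alone, without aldolase: glyceraldehyde-3-phosphate coupling enzymes plus AmpLite Red readout. Compounds at 57.5 uM final, 10 min RT preincubation, 20 min RT reaction, fluorescence 525/598 nm.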
# Numbers without * were called inactive; i = inactive; ? = inconclusive; · = not tested or not shown; & = joins results of further samples; [ ] = remark or other dose. Unless noted, the call rests on the fitted dose curve; in most records, active means well fitted curve in the direction sought with a large enough effect; inconclusive means small, poorly fitted or top-dose-only effect, or another doubt; inactive means no such curve, though single readings can be large; an effect the other way counts as inactive or inconclusive. A portion of the library, so the mix of outcomes need not match the whole.
# Each structure is followed by: TRPV1 agonist | Giardia kill | KCNH2 3.1 inh | Menin MLL FP TR | CXXC DNA block | USP2a inh | hERG WT inh | B2AR arrestin | GALK inh | PKM2 act | FBPA coupling cs
> Cc1ccc([N+](=O)[O-])c(C(=O)Nc2cccnc2Cl)c1
 : 4 | ? | 2 | 3% | -2% | -1% | 1 | -1.8% | 9% | -7% | 4
> Cc1ccc(N(CC(=O)NCC2CCCO2)C(=O)CCC(=O)Nc2nccs2)cc1 (stereo not given)
 : -1 | 11 | 8 | 9% | -5% | -1% | -3 | 0.4% | -1% | 2% | -1
> CC(Sc1nnc(-c2ccncc2)n1C)C(=O)NCC1CCCO1 (stereo not given)
 : 0 | 37[activator] | 30 | · | · | 1% | 0 | -0.3% | · | · | ·
> CCOC(=O)N1CCN(c2cc(=O)n(-c3ccccc3Cl)c(=O)[nH]2)CC1
 : -2 | -3 | -6 | 5% | 0% | 2% | -4 | 0.4% | -1% | -20% | 0
> Cc1ccc2nc3c(cc(C(=O)NC4CCCC4)c(=N)n3CCCn3ccnc3)c(=O)n2c1
 : 1 | · | · | -3% | 7% | 2% | · | 0.0% | 10% | -8% | 0
> COC(=O)c1c(-c2cccc(C)c2)csc1N
 : 2 | -16 | 26 | 28% | -1% | 2% | -10 | -0.8% | -3% | 8% | -6
> Cc1c(C(=O)OCC(=O)N(C)C2CCS(=O)(=O)C2)oc2ccc(Br)cc12 (stereo not given)
 : · | 8 | -26 | · | 17% | 0% | -5 | -1.6% | 0% | 2% | 1
> CC(=O)Nc1cccc(-c2nnc(SCC(=O)n3c4c(c5ccccc53)CCCC4)n2C)c1
 : 14 | -8 | -7 | 2% | 2% | 0% | -2 | -0.2% | -3% | -3% | -1
> Cc1ccc(Cn2ccc(NC(=O)c3cc(C4CC4)on3)n2)cc1
 : 20 | 21 | 4 | · | -6% | -1% | · | -0.5% | 2% | -4% | 8
> CCC1(C)Cc2nc3sc(C(=O)O)c(N)c3cc2CO1 (stereo not given)
 : 2 | -3 | -4 | 23% | 9% | -1% | -24 | 0.3% | 0% | -3% | -8
> Cn1cccc1/C=C1/SC(=O)N(CC(=O)N2CCCC2)C1=O
 : 5 | 16 | 1 | 5% | 12% | 1% | -6 | -0.2% | 0% | 0% | 0
> CCOc1cc(N2CCOCC2)c(OCC)cc1NC(=O)c1ccc(C)cc1
 : -3 | -5 | -4 | -15% | 4% | 2% | 1 | 0.3% | 0% | 4% | -31*
> Cc1ccc(C(=O)Nc2ccc3c(c2)OCCO3)cc1
 : ? | ? | -2 | 9% | 3% | 2% | 1 | -0.3% | 4% | -13%[11.5 µM] | -11
> COc1ccccc1NC(=S)NCCSc1ccc(Cl)cc1
 : ? | 2 | 8 | 0% | -3% | 5% | -2 | -0.6% | 0% | 3% | 3
> Cc1ccc2cccc(NC(=O)c3ccc(Br)o3)c2n1
 : 11 | -12 | 8 | 5% | -3% | -5% | 2 | 7.1% | 4% | 2% | 1
> Cc1ccc(CN(C)C(=O)C2CCC(=O)N(CC3CCCCC3)C2)o1 (stereo not given)
 : -1 | 15 | 11 | · | 0% | 1% | 31 | -0.2% | 0% | 2% | ·
> CC(C)c1nnc(NC(=O)CSc2ncn[nH]2)s1
 : 6 | -17 | 28 | -3% | 4% | -4% | -5 | 0.0% | 0% | 4% | 0
> COC(=O)C1=C(C)N(c2ccc(Cl)c(Cl)c2)C(=O)C1
 : 3 | -1 | 13 | -5% | 3% | 0% | 0 | 0.1% | -3% | 8% | 1
> CCn1c2ccccc2c2cc(NC(=O)c3cc(C)on3)ccc21
 : ? | -4 | 3 | ? | 8% | 0% | 11 | 0.2% | -1% | 3% | -3
> COc1ccccc1-c1nn2c(-c3ccc(C(C)(C)C)cc3)nnc2s1
 : -2 | · | · | 1% | -1% | 6% | · | 0.3% | 1% | 23% | 1
> O=c1cc(-c2ccccc2)[nH]c2cc(Cl)ccc12
 : -5 | ? | 15 | 1%[94.6 µM] | 4% | 1% | -3 | -0.2% | · | 3% | 0&-3
> COc1ccccc1Oc1ccc(N/C=C/C(=O)C(C)(C)C)cc1
 : 7 | -20 | -14 | 0% | 0% | 4% | i | -0.4% | 1% | -4% | -1
> S=C(NC1CCCC1)N1CCOCC1
 : 28 | 13 | -6 | 5% | 2% | 1% | i | 0.1% | 0% | -22% | -1
> CC(=O)Oc1ccc(C(=O)Nc2ccccc2C(=O)Nc2cccc(C(=O)O)c2)cc1
 : 2 | -23 | 14 | 0% | -3% | -1% | -33 | 0.1% | 0% | -2% | 1
> O=C(Nc1ccc2c(c1)OCO2)c1cnn2c1NC(c1ccco1)CC2C(F)(F)F (stereo not given)
 : ? | -7 | -13 | 21% | -2% | 1% | -1 | 0.4% | 0% | 1% | -3
> CCC(=O)Nc1ccc(-c2nnc(SCC(=O)N3CCCCC3)n2C)cc1
 : 0 | -1 | -8 | -14% | 0% | 4% | -5 | 0.3% | -3% | -5% | 2
> Cc1cc(C(=O)COc2cccc3cccnc23)c(C)n1C
 : 4 | -1 | -9 | 10% | -18% | ? | -9 | -0.3% | 2% | 11% | 7
> O=C(O)c1ccc(-n2[nH]c3c(c2=O)CCCC3)cc1
 : -1 | 13 | 9 | 32%[activator] | 2% | 0% | -3 | -0.8% | 3% | -9% | 0
> CC(=O)C1=C(C)NC(=O)NC1c1ccc(Cl)cc1 (stereo not given)
 : 1 | -11 | 5 | 0% | -1% | 2% | 8 | 0.1% | -4% | -5% | 1
> N#Cc1ccccc1Cn1c(=O)n(CCCC(=O)NCc2ccc3c(c2)OCO3)c(=O)c2ccccc21
 : -3 | -5 | 0 | 13% | 7% | 2% | -19 | -0.8% | · | 1% | 3

# As entered above.
# `Cc1ccc(N(CC(=O)NCC2CCCO2)C(=O)CCC(=O)Nc2nccs2)cc1` (stereo not given) @ FBPA coupling cs: -1
# `N#Cc1ccccc1Cn1c(=O)n(CCCC(=O)NCc2ccc3c(c2)OCO3)c(=O)c2ccccc21` @ USP2a inh: 2%

# Results in B2AR arrestin and KCNH2 3.1 inh (two entries from above):
Molecule | B2AR arrestin | KCNH2 3.1 inh
Cc1ccc2cccc(NC(=O)c3ccc(Br)o3)c2n1 | 7.1% | 8
Cc1ccc(CN(C)C(=O)C2CCC(=O)N(CC3CCCCC3)C2)o1 (stereo not given) | -0.2% | 11

# Remaining list, next part.
# Each structure is followed by: TRPV1 agonist | Giardia kill | KCNH2 3.1 inh | Menin MLL FP TR | CXXC DNA block | USP2a inh | hERG WT inh | B2AR arrestin | GALK inh | PKM2 act | FBPA coupling cs
> CN1CCN(S(=O)(=O)c2cccc(C(=O)Nc3sccc3C#N)c2)CC1
 : -2 | 6 | -18 | · | · | -1% | 10 | 0.0% | · | · | ·
> COc1ccc(OC)c(NC(=O)COC(=O)CN(C)S(=O)(=O)c2ccc(C)cc2)c1
 : 0 | -9 | 10 | -23% | 1% | 3% | 3 | -3.1% | 2% | -1% | 0
> CC1CCCN(CCOc2ccc(Br)cc2)C1 (stereo not given)
 : 1 | 10 | -6 | 7% | -11% | -1% | 1 | -0.2% | 2% | -11% | -1
> COc1ccc(N(Cc2cc3ccc(C)cc3[nH]c2=O)C(C)=O)cc1
 : 13 | -5 | -3 | -8% | -6% | 0% | 4 | -0.2% | 0% | 1% | -1
> Cc1ccc(-c2nnn(CC(=O)N(Cc3cccs3)C(C(=O)NC3CCCCC3)c3ccco3)n2)o1 (stereo not given)
 : 0 | -1 | -3 | · | 25% | 3% | -14 | 0.0% | -1% | -2% | -1
> Cc1cc(-c2ccccc2)n2nc(N)nc2n1
 : -2 | -8 | -7 | · | 0% | 0% | -15 | 0.3% | -2% | -3% | 1
> O=C(CCC1N=C2c3ccccc3N=C(SCc3ccc(Cl)cc3)N2C1=O)NCc1ccco1 (stereo not given)
 : 0 | 1 | -21 | -1% | 9% | 1% | -8 | -0.1% | -2% | 6% | 1

# An excerpt of these results, as tab-separated lines.
smiles	TRPV1 agonist	Giardia kill	KCNH2 3.1 inh	Menin MLL FP TR	CXXC DNA block	USP2a inh	hERG WT inh	B2AR arrestin	GALK inh	PKM2 act	FBPA coupling cs
CC1CCCN(CCOc2ccc(Br)cc2)C1 (stereo not given)	1	10	-6	7%	-11%	-1%	1	-0.2%	2%	-11%	-1
CN1CCN(S(=O)(=O)c2cccc(C(=O)Nc3sccc3C#N)c2)CC1	-2	6	-18	·	·	-1%	10	0.0%	·	·	·
COc1ccc(N(Cc2cc3ccc(C)cc3[nH]c2=O)C(C)=O)cc1	13	-5	-3	-8%	-6%	0%	4	-0.2%	0%	1%	-1

# High-throughput results: PubChem BioAssay, National Center for Advancing Translational Sciences (NCATS)
